EWS-Fli block – EWS/Fli-driven NR0B1 reporter inhibitors, primary screen, A673 cells, NR0B1 luciferase, luminescence, MLPCN library; viability-normalised; inhibition, % at 12.6 µM; 350,000 tested, 0.67% active;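 active = mean inhibition of at least 50% after viability correction, with every replicate also passing that limit; inconclusive = mean reaches 50% but only one of two replicates passes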;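 also: firefly luciferase signal divided by Alamar Blue viability fluorescence both relative to DMSO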
DENV2 CPE – inhibitors of DENV2 cytopathic effect, primary screen, cell-based, plate reader, single concentration; AID 651640, 2012; 350,000 tested, 1.7% active; CPE inhibition, % at 9.99 µM; DENV2-infected cells, cytopathic effect rescue; in the data active = CPE inhibition above about 20%, passing the limit was not always enough; inconclusive = no clear call, values can overlap the other calls; tested in BHK-21 cells;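 also: 0% = median of neutral control wells and 100% = median of positive control wells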
PAX8 reporter – inhibitors of PAX8-driven TPO luciferase reporter, primary screen, RMG-I cells, single concentration; SteadyGlo, 24 h; inhibition, % at 12.6 µM; 360,000 tested, 1.2% active; AID 652154, 2013;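 active = mean replicate inhibition at least 60% with every replicate also reaching 60%; inconclusive = only one of the two criteria is met; inactive = mean below 60% and not all replicates reaching 60%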;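 also: luciferase light reporting Pax8 driven TPO promoter activity; plate controls were median of neutral control wells for no effect and mitoxantrone controls for full effect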
ARNT-TACC3 inh – disruptors of ARNT/TACC3 protein interaction, primary screen, biochemical, AlphaScreen, single concentration; Transforming acidic coiled-coil-containing protein 3 (Homo sapiens), Q9Y6A5; AlphaScreen His-ARNT PAS-B/GST-TACC3 binding, luminescence; TACC3 fragment carries E629A point mutation; inhibition, % at 9.99 µM; 390,000 tested, 0.66% active; AID 623870, 2012;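 active = mean inhibition of replicates at least 50% and at least half of replicates each reaching 50%; inconclusive = half or more replicates reach 50% but mean below 50%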;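 also: 0% = complete ARNT plus TACC3 wells and 100% = ARNT alone without TACC3; many hits fall short of the cut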
XiGFP reactiv – activators of inactive X chromosome reactivation, primary screen, imaging, XiGFP fibroblasts, GFP high-content imaging, set 2 | XiGFP mouse fibroblasts, % GFP-positive cells imaging, 3 d; cells co-treated with 5-aza-dC sensitizer; scaled so ellipticine positive control = 100% | activation, % at 7.58 µM | AID 743238, 2013 | 360,000 tested, 0.055% active;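 active = mean normalized replicate activation at least 10% and every replicate at or above 10%; inconclusive = only one of the two criteria met; inactive = mean below 10% and not all replicates reach 10%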;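 also: 0% = median of on-plate neutral control wells and 100% = ellipticine 6 µM median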
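System: 68-5-11 XiGFP fibroblast line | Buffer or medium: DMEM containing 5-aza-dC | Compound: Single point | Times: Compounds 3 days, fix/stain 15 min at room temperature | Benchmarks: Positive control ellipticine, 6 µM final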
INS-1E GSIS act – GLuc luminescence reporter in INS-1E cells, primary screen for activators of glucose-dependent secretion of insulin. INS-1E GLuc reporter insulin secretion, 2-3 h. activation, % at 16.6 µM. 370,000 tested, 0.61% active;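 active = lowest replicate activation of at least 40%, so every replicate reaches that level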;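 also: 0% = median of neutral control wells and 100% = median of IBMX positive control wells; some compounds called inactive have numbers as strong as hits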
ERp5 inh – inhibitors of ERp5-driven insulin aggregation, primary screen, biochemical, turbidity, absorbance 650 nm, single point; AID 651711, 2012; inhibition, % at 9.99 µM; 90 min; 350,000 tested, 0.05% active;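 active = mean replicate inhibition above about 25%, with every replicate also reaching it, limit read from the data, passing the limit was not always enough; inconclusive = only one of those two criteria met; inactive = neither criterion met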
Target sequence (Q15084 whole entry, looked up): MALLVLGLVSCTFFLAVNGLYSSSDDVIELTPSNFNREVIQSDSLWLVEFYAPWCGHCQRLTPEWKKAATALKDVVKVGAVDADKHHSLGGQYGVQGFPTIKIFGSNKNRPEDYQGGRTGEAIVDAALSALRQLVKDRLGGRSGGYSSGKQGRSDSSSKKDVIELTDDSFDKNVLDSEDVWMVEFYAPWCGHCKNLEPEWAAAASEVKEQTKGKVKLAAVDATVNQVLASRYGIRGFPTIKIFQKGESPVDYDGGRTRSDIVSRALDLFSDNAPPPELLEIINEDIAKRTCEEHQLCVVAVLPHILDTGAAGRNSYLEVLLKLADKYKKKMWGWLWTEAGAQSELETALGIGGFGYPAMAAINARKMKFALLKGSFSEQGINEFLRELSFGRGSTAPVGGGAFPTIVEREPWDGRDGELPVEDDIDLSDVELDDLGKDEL
F508del corr – F508del CFTR correction, initial screen, CFBE line, single point; CFBE cells, YFP halide quenching; stimulated with forskolin plus potentiator P3; % fluorescence drop versus neutral controls; activity (quench increase), % at 7.58 µM; 350,000 tested, 0.36% active;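 active = mean added fluorescence quench of at least 8% versus neutral control, with both replicates also reaching 8%; inconclusive = only one of the mean or replicate conditions met; inactive = mean below 8% and not both replicates reaching 8%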;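 also: cells transiently co-express mutant CFTR-F508del with the halide-sensitive YFP; corrector assay measuring rescue of mutant channel to the surface after 24 h compound exposure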
An asterisk follows results filed as active; ? = inconclusive; · = not tested or not shown; & = joins results of further samples.

cpd | canonical_smiles | EWS-Fli block | DENV2 CPE | PAX8 reporter | ARNT-TACC3 inh | XiGFP reactiv | INS-1E GSIS act | ERp5 inh | F508del corr
1 | Cc1ccc(C(CC(=O)N2CCNCC2)c2ccccc2)c(O)c1C (stereo not drawn) | -3 | -3 | -6 | -2 | 0.2 | -9 | 0 | -0.5
2 | CCN1CCc2c(OCC(=O)Nc3cccc(C)c3)cccc2C1=O | 5 | 3 | 4 | 8 | 0.0 | 7 | 3 | -1.5
3 | CCCCOc1ccc(C(=O)N/C(=C/c2cccc([N+](=O)[O-])c2)C(=O)O)cc1 | 10 | -1 | 15 | -15 | 0.0 | -8 | -3 | -1.0
4 | C[C@@H]1CN([C@H](C)CO)C(=O)c2cc(NC(=O)Nc3ccc(C(F)(F)F)cc3)ccc2O[C@@H]1CN(C)S(=O)(=O)c1ccc(F)cc1 | -3 | -3 | 9 | -2 | -1.0 | -43 | 29* | -1.4
5 | COc1ccc(C(=O)NC2CCCCC2)cc1OC1CCN(C(C)C)CC1 | 4 | 4 | 4 | -9 | -0.2 | 20 | -23 | 1.3
6 | CC(C)NC(=O)N(C)C[C@H]1OCCCC[C@H](C)Oc2ccc(NS(=O)(=O)c3cn(C)cn3)cc2C(=O)N([C@H](C)CO)C[C@@H]1C | -5 | -5 | -9 | -1 | 0.2 | 18 | -2 | -0.6
7 | CCOC(=O)c1ccc(Oc2nc(N(C)C)nc(N3CCOCC3)n2)cc1 | 6 | 3 | -7 | -3 | -0.1 | -2 | 0 | 0.2
8 | Cc1ccccc1NC(=O)COc1ccc2oc(=O)cc(C)c2c1 | -6 | 2 | -21 | · | 0.1 | 6 | 4 | -0.1
9 | O=C(Nc1cccc(O)c1)c1cccc(NC(=O)c2cccs2)c1 | -36 | -3 | 23 | · | 0.0 | -2 | 1 | 3.7
10 | CCCc1[nH][nH]c(=O)c1C(c1ccc(Cl)cc1)C(C#N)C#N (stereo not drawn) | 4 | -4 | · | 0 | · | -3 | -3 | -4.3
11 | O=C(Cc1ccccc1)N[C@H]1C=C[C@@H](CC(=O)N2CCCCC2)O[C@@H]1CO | 7 | -3 | -3 | -18 | 0.4 | -8 | -7 | -2.1
12 | C[C@@H]1CN([C@H](C)CO)C(=O)c2cc(-c3ccc(F)cc3)cnc2O[C@H]1CN(C)C(=O)Nc1ccccc1F | -4 | ? | · | -5 | -1.0 | 1 | -4 | 2.2
13 | Cc1noc(C)c1NC(=O)N(C)C[C@H]1Oc2c(NC(=O)NC(C)C)cccc2C(=O)N([C@@H](C)CO)C[C@@H]1C | -6 | -3 | · | -3 | 0.0 | -5 | 5 | -2.8
14 | COc1cc(C(=S)N2CCOCC2)cc(OC)c1OC(=O)c1ccc(C)cc1 | 14 | -1 | -4 | 2 | 0.0 | -10 | 0 | -0.2
15 | CCCOc1ccc(CNCCCOCC)cc1OC | 9 | 12 | 2 | -7 | 0.0 | 5 | 2 | -2.6
16 | CCNC(=O)[C@@H]1[C@@H](CO)[C@@H]2Cn3c(ccc(-c4ccc(F)cc4)c3=O)[C@@H]2N1C(=O)Cc1cccnc1 | -4 | 15 | · | -1 | 0.5 | 5 | 1 | ·
17 | Cc1ccc(NC(=O)Nc2cccc([N+](=O)[O-])c2)nc1 | -51 | 0 | -30 | -7 | 0.2 | 6 | 0 | 1.4
18 | CSCCC(c1nc2ccccc2[nH]1)n1c(-c2ccc3ncccc3c2)nc2ccccc21 (stereo not drawn) | -50 | -6 | 14 | · | -0.1 | · | -1 | -3.9
19 | COc1ccc2c(c1)CC/C2=N\NC(=O)c1ccccc1 | · | · | -53 | 1 | 0.2 | -5 | · | ·
20 | COc1ccccc1NC(=O)N1C[C@@H]2[C@H](c3ccccc31)[C@@H](CO)N2C(C)=O | 0 | 44* | -2 | -6 | 0.0 | 8 | 2 | -1.3
21 | C[C@@H]1CN([C@@H](C)CO)C(=O)c2cc(C3=CCCCC3)cnc2O[C@H]1CN(C)Cc1cccc(F)c1 | 10 | -8 | · | 2 | 0.0 | -2 | 0 | 0.3
22 | CO[C@H]1CN(C)C(=O)c2cc(NS(C)(=O)=O)ccc2OC[C@H](C)N(C(=O)CN(C)C)C[C@@H]1C | 7 | 64* | · | -1 | 0.3 | -14 | 6 | -1.7
23 | CCCc1ncc(CN2CCCC(C(=O)Nc3ccc(-c4cccc(OC)c4)cc3)C2)cn1 (stereo not drawn) | -10 | -4 | -8 | -2 | 0.0 | -24 | 3 | -0.2
24 | CC(=O)Nc1ccc(C)cc1 | -4 | -4 | · | · | · | 4 | -9 | -0.5
25 | O=C(C[C@@H]1CC[C@H](NC(=O)Cc2cccnc2)[C@@H](CO)O1)NCc1ccc2c(c1)OCO2 | -1 | -6 | 8 | 0 | -0.2 | 16 | -1 | -0.4

Some of the entries so far, in transposed form:
16) CCNC(=O)[C@@H]1[C@@H](CO)[C@@H]2Cn3c(ccc(-c4ccc(F)cc4)c3=O)[C@@H]2N1C(=O)Cc1cccnc1
17) Cc1ccc(NC(=O)Nc2cccc([N+](=O)[O-])c2)nc1
18) CSCCC(c1nc2ccccc2[nH]1)n1c(-c2ccc3ncccc3c2)nc2ccccc21 (stereo not drawn)
19) COc1ccc2c(c1)CC/C2=N\NC(=O)c1ccccc1
20) COc1ccccc1NC(=O)N1C[C@@H]2[C@H](c3ccccc31)[C@@H](CO)N2C(C)=O
21) C[C@@H]1CN([C@@H](C)CO)C(=O)c2cc(C3=CCCCC3)cnc2O[C@H]1CN(C)Cc1cccc(F)c1
22) CO[C@H]1CN(C)C(=O)c2cc(NS(C)(=O)=O)ccc2OC[C@H](C)N(C(=O)CN(C)C)C[C@@H]1C
23) CCCc1ncc(CN2CCCC(C(=O)Nc3ccc(-c4cccc(OC)c4)cc3)C2)cn1 (stereo not drawn)
24) CC(=O)Nc1ccc(C)cc1
25) O=C(C[C@@H]1CC[C@H](NC(=O)Cc2cccnc2)[C@@H](CO)O1)NCc1ccc2c(c1)OCO2
assay / entry	16	17	18	19	20	21	22	23	24	25
EWS-Fli block	-4	-51	-50	·	0	10	7	-10	-4	-1
DENV2 CPE	15	0	-6	·	44*	-8	64*	-4	-4	-6
PAX8 reporter	·	-30	14	-53	-2	·	·	-8	·	8
ARNT-TACC3 inh	-1	-7	·	1	-6	2	-1	-2	·	0
XiGFP reactiv	0.5	0.2	-0.1	0.2	0.0	0.0	0.3	0.0	·	-0.2
INS-1E GSIS act	5	6	·	-5	8	-2	-14	-24	4	16
ERp5 inh	1	0	-1	·	2	0	6	3	-9	-1
F508del corr	·	1.4	-3.9	·	-1.3	0.3	-1.7	-0.2	-0.5	-0.4

(listing goes on)
cpd | canonical_smiles | EWS-Fli block | DENV2 CPE | PAX8 reporter | ARNT-TACC3 inh | XiGFP reactiv | INS-1E GSIS act | ERp5 inh | F508del corr
26 | Cc1ccccc1OCc1n[nH]c(=S)n1Cc1ccccc1 | · | · | 8 | 0 | 0.4 | -23 | · | ·
27 | CCN1CCN(c2nc3c(C)cccn3c(=O)c2C=C(C#N)C#N)CC1 | -9 | -7 | 13 | -15 | 0.0 | -13 | -4 | -4.4
28 | O=S(=O)(c1cccs1)N1CCN(c2cccc(Cl)c2)CC1 | 3 | 8 | 5 | · | 0.4 | 2 | 1 | 1.2
29 | O=P(c1ccccc1)(c1ccccc1)C(O)c1cccs1 (stereo not drawn) | 5 | 3 | 7 | · | 0.0 | · | 4 | 6.0
30 | C[C@H](NC(=O)c1[nH]cnc1C(=O)Nc1ccon1)c1ccccc1 | -6 | 14 | -3 | -4 | 0.1 | 13 | 7 | -1.2
31 | CC1CCCN(S(=O)(=O)c2coc(C(N)=O)c2)C1 (stereo not drawn) | -3 | 4 | -2 | -4 | 0.2 | -4 | 1 | 2.0
32 | CC(C)Cn1c(SCC(=O)N2CCOCC2)nc2ccccc2c1=O | 1 | -1 | -5 | 1 | -0.1 | 19 | 1 | 1.6
33 | CCOC(=O)C1CCN(c2c(NCCCN(C)C3CCCCC3)c(=O)c2=O)CC1 | -3 | 15 | 3 | -7 | 0.0 | -1 | -1 | -2.8
34 | C[C@H](CO)N1C[C@H](C)[C@H](CN(C)C(=O)C2CCOCC2)Oc2ncc(C3=CCCCC3)cc2C1=O | -2 | -10 | 6 | -2 | -0.1 | 10 | -3 | -1.7
35 | OCCC#Cc1ccc(CN2CCN(Cc3ccccc3)C(CCO)C2)cc1 (stereo not drawn) | 7 | -4 | 0 | 0 | 0.4 | -5 | 5 | 0.9
36 | CN1CCN(C(=O)c2cc3c(c(-c4cccc(-c5cccnc5)c4)n2)[C@H](CCO)N(C(=O)CC2CC2)C3)CC1 | -10 | 14 | -11 | · | 0.0&0.0 | 5&8 | 2 | -1.1
37 | CCOc1ccc(/C=N/NC(=O)Nc2ccccc2)cc1 | -91 | 2 | -216 | 6 | 0.3 | 13 | 6 | 1.9
38 | CNC[C@@H]1Oc2ccc(NC(=O)Cn3cnnn3)cc2CC(=O)N([C@@H](C)CO)C[C@@H]1C | 7 | · | 6 | · | -0.9 | 17 | · | -1.5
39 | Nc1cc(N)nc(SCC(=O)NNC(=O)Cc2ccccc2)n1 | 8 | 5 | -10 | 1 | 0.2 | 7 | 3 | 2.3
40 | COc1cccc(CC(=O)OCC(=O)Nc2nnc(-c3ccccc3)o2)c1 | 2 | 103* | -10 | · | -0.1 | 0 | 2 | 1.0
41 | C[C@@H]1CN([C@H](C)CO)C(=O)c2cccc(NC(=O)Nc3cccc4ccccc34)c2O[C@@H]1CN(C)CC1CCCCC1 | 17 | 6 | · | 5 | 0.4 | -6 | 4 | 3.7
42 | O=C(O)c1ccc(COc2ccccc2/C=C2/NC(=O)N(c3cccc(Cl)c3)C2=O)cc1 | -19 | -7 | · | -3 | 0.9 | 4 | -4 | -0.2
43 | CN(C)CC#Cc1ccc([C@H]2[C@H](CO)N3C(=O)CN(C(=O)c4ccccc4)C[C@@H]23)cc1 | · | 1 | · | · | -0.1 | 1 | -4 | -4.7
44 | COc1cccc(CC(=O)Nc2nc(-c3cc(OC)ccc3OC)cs2)c1 | -18 | · | -5 | -8 | -0.2 | 5 | 8 | 1.4
45 | S=C(Nc1ccccc1Cl)N(CCCN1CCOCC1)Cc1ccccn1 | 7 | 0 | 5 | 0 | -0.1 | 21 | -2 | -1.4
46 | COc1ccc(NC(=O)CN(C)C(=O)c2cc3c(s2)CCC(C)C3)cc1 (stereo not drawn) | -6 | 6 | -12 | -4 | 0.0 | -21 | 0 | -0.8
47 | CC=Cc1ccc2n(c1=O)C[C@@H]1[C@@H](CO)[C@H](C(=O)NCCc3cn(C)cn3)N(C(=O)C3CCC3)[C@H]21 (mixture of isomers) | 2 | 2 | · | 5 | -0.1 | 2 | 3 | ·
48 | COc1cccc(S(=O)(=O)NCc2ccc(C(=O)N3CCN(c4ccccc4)CC3)cc2)c1 | · | 1 | -29 | -5 | 0.2 | -3 | -1 | -1.7
